# Assay outcomes from PubChem.
# PGK inhibitor = inhibitors of T. brucei phosphoglycerate kinase; P07378; PGK/GAPDH coupled, Kinase-Glo luminescence, 60 min; Potency, µM (series often up to 57.5 µM), for the others: top-dose activity change, negative = inhibition, most hits filed as inhibitors; 380,000 tested, 0.043% active; AID 602233; further: on the % scale 0 is the no-effect control and ±100 the full control effect; nearly all actives have a fitted effect of over 60% in size
#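 Luminescent ATP detection (Kinase-Glo Plus) follows a 60-minute room-temperature incubation, with wells lacking PGK as controls. Buffer: 100 mM TEA (pH 7.6), 5 mM MgCl2, 0.01% Tween-20. Coupling enzyme GAPDH (100 nM final) supplies unstable 1,3-BPG in-well.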
# Pin1 inh = blocks the human prolyl isomerase Pin1; Q13526; 390,000 tested, 0.009% active; Pin1 FP peptide displacement, HiFluor488, 10 min; Potency, µM (series often up to 115 µM), inactives show at the top dose activity, negative = inhibition, usual class: inhibitors; active means well fitted inhibition curve with a large enough effect in the polarisation, with a control signal flat, not every such curve was filed as active; inconclusive means small, poorly fitted or top-dose-only effect, or effect the other way, or a change in a side signal; inactive means no such curve, though single readings can be large or run the other way; the % refers to the polarisation; further: on the % scale 0 is the no-effect control and ±100 the full control effect
# G9a inh = blocks human histone lysine methyltransferase G9a. G9a H3K9 monomethylation, AlphaScreen, 2 h. Potency, µM (doses to about 102 µM), for inactives: at the highest dose activity, negative = inhibition, hits mostly inhibitors. 350,000 tested, 8.8% active; further: on the % scale 0 is the no-effect control and ±100 the full control effect; nearly all actives have a fitted effect of over 75% in size
# Target sequence (Q96KQ7 913-1193 limits assumed): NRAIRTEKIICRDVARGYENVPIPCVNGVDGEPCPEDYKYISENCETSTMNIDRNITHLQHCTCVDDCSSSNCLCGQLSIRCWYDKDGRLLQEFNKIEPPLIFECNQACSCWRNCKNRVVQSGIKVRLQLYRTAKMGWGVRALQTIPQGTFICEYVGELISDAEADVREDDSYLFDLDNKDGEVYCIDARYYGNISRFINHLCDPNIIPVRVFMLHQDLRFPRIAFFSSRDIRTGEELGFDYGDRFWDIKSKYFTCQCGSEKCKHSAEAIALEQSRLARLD
#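 Using a bead-based AlphaScreen, monomethylated H3K9 product from 2 h room-temperature reactions (G9a 20 nM, peptide 500 nM, SAM 20 uM) was detected with 0.5 ug/mL rabbit anti-H3K9me1 antibody.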
# BAZ2B inh = inhibitors of human BAZ2B bromodomain. Q9UIF8. AlphaScreen BAZ2B-H3K14Ac peptide displacement. Potency, µM (doses to about 114 µM), inactives show top-dose activity change, negative = inhibition, actives largely listed as inhibitors. 360,000 tested, 4.4% active. AID 504333; further: on the % scale 0 is the no-effect control and ±100 the full control effect; nearly all actives have a fitted effect of over 60% in size
#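 In this displacement format the biotinylated H3(5-23) peptide acetylated at Lys14 serves as ligand at 50 nM, with BAZ2B at 50 nM in PBS pH 7.4 containing 0.01% Tween-20. Donor and acceptor beads are 10 ug/mL final.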
# HP1b binding inh = inhibitors of HP1-beta chromodomain binding to methylated histone tails. P83916. AlphaScreen HP1-beta / biotin-H3K9me3 peptide binding. Potency, µM (series often up to 114 µM), for the others: top-dose activity change, negative = inhibition, hits mostly inhibitors. 390,000 tested, 0.56% active; further: nearly all actives have a fitted effect of over 70% in size; inactives centre near 23
#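 Compound inhibition of the preformed complex between 50 nM HP1-beta and 50 nM biotinylated H3K9me3 peptide was read by AlphaScreen. Buffer was PBS pH 7.4 with 0.01% Tween-20. Incubations ran 30 min at room temperature, with 10 ug/mL donor/acceptor beads.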
# GLS inhibitor = blocks human kidney-isoform glutaminase activity. O94925. GLS enzymatic activity, qHTS titration. Potency, µM (doses to about 45.5 µM), for the others: at the highest dose activity change, negative = inhibition, most hits filed as inhibitors. 410,000 tested, 0.21% active; further: on the % scale 0 is the no-effect control and ±100 the full control effect
#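 Coupled fluorescence readout: glutamate oxidase/HRP/Amplex Red detect glutamate formed by hKGA from L-glutamine (1 mM solution added). Buffer 45 mM KH2PO4 pH 8.2, 0.02% Tween-20; reads at t0 and 30 min RT.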
# BLM inh = inhibitors of human Bloom syndrome helicase BLM; P54132; recombinant BLM DNA unwinding, fluorescence dequenching; Potency, µM (titrated, usually from 56.1 µM), inactives show at the highest dose activity change, negative = inhibition, most hits filed as inhibitors; 350,000 tested, 0.2% active; AID 2528;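 further: plate controls were vehicle for no effect and no enzyme for full effect; nearly all actives have a fitted effect of over 35% in size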
# JMJD2A Tudor inh = blocks the human JMJD2A Tudor domain. O75164. AlphaScreen JMJD2A-Tudor / H3K4me3 peptide binding. Potency, µM (doses to about 114 µM), without a hit: at the top dose activity change, negative = inhibition, usual class: inhibitors. 390,000 tested, 4.4% active. AID 504339; further: on the % scale 0 is the no-effect control and ±100 the full control effect; nearly all actives have a fitted effect of over 50% in size
# POLI inh = DNA polymerase iota (human) inhibition | Pol iota fluorescent replication assay, 10 min | 390,000 tested, 1% active | Potency, µM (titrated, usually from 115 µM), for inactives: at the top dose activity, negative = inhibition, hits mostly inhibitors | Q9UNA4 | AID 588590
# Target sequence (Q9UNA4 whole entry, looked up): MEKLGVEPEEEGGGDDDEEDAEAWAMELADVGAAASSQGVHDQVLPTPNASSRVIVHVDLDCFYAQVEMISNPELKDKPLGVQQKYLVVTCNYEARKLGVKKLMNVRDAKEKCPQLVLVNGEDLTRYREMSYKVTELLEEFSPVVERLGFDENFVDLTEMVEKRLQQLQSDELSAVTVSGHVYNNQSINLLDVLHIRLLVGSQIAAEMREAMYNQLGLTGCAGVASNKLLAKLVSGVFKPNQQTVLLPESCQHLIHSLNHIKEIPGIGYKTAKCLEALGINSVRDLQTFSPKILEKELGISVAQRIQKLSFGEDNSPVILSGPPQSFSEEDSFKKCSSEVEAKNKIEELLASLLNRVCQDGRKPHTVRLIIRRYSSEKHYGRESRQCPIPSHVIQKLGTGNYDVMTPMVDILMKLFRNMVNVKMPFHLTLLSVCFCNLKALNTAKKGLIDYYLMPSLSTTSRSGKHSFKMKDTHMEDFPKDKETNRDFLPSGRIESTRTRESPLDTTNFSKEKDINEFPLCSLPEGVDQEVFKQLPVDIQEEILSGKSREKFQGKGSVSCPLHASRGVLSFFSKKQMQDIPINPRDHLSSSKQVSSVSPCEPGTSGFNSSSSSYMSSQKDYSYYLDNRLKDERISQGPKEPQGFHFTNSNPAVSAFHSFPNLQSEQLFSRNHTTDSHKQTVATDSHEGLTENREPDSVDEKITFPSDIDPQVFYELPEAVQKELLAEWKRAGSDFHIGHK
#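 Pol iota at 10 nM preincubated 15 min with compounds at room temperature; reaction started with fluorescent substrate, 50 nM final. Fluorescence read kinetically at 0 and 10 min; buffer-only wells as negative control.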
# An asterisk follows results filed as active; i = inactive; ? = inconclusive; · = not tested or not shown; [ ] = remark or other dose. Unless noted, the call rests on the fitted dose curve; in most records, active means well fitted curve in the direction sought with a large enough effect; inconclusive means small, poorly fitted or top-dose-only effect, or another doubt; inactive means no such curve, though single readings can be large; an effect the other way counts as inactive or inconclusive. Potency means the concentration at half of the fitted maximal effect. These rows are one share of the data. The share of hits here may be higher or lower than overall.
no.	Structure	POLI inh	PGK inhibitor	HP1b binding inh	G9a inh	JMJD2A Tudor inh	Pin1 inh	BLM inh	GLS inhibitor	BAZ2B inh
1	O=C(CCCCn1c(=O)c2ccccc2n(Cc2ccc(Cl)cc2)c1=O)NCc1ccco1	3%	-6%	43%[activator]	-1%[59 µM]	-11%	2%	0%	-4%	4%
2	Cc1ccc(CNC(=O)C2CCN(S(=O)(=O)c3cccnc3)CC2)cc1	7%	i	53%[activator]	·	-6%	-11%	-7%	-5%	0%
3	Cc1c(C(=O)N/N=C/c2cccc(O)c2)nnn1-c1nonc1N	-22%	-2%	32%	66%[activator]	9%	45%[activator]	-5%	6%	-3%
4	Cc1cc(=O)oc2cc(Oc3ccc(C(N)=O)cc3[N+](=O)[O-])ccc12	?	-5%	17%	·	-19%	-3%	-2%	-13%	-1%
5	Cc1nn(C(=O)c2cccc(Cl)c2)c(C)c1S(=O)(=O)N1CCOCC1	3%	-11%	45%[57 µM]	-17%[59 µM]	-2%	4%	-3%	2%	7%
6	CCOC(=O)c1ccc(NC(=O)C2CCN(S(=O)(=O)c3ccccc3)CC2)cc1	28%	i	39%	·	-18%	8%	·	-5%	·
7	CCS(=O)CCSc1nc2ccccc2s1 (stereo unspecified)	1%	-5%	44%[activator]	?	3%	-8%	1%	0%	11%
8	CCN1C/C(=C/c2cccs2)c2nc3ccccc3c(C(=O)O)c2C1	39%[activator]	10%	24%	·	-18%	?	-10%	-2%	-26%
9	COc1ccc(OCC(=O)NCCCn2ccnc2)cc1	4%	-6%	29%	28%[59 µM]	-2%	-7%	-4%	-6%	?
10	CN(C)/C=N/c1ncc(C(=O)c2ccc(-c3ccccc3)cc2)s1	30%	-1%	73%[activator]	37%	2%	11%	-12%	0%	13%
11	O=C(c1ccc(F)cc1)N1CCCC(c2ccccc2)C1 (stereo unspecified)	22%	8%	29%	4%	0%	42%[activator]	-2%	7%	-1%
12	Cc1cc2cc(CCNC(=O)c3cccs3)c(=O)[nH]c2cc1C	5%	-4%	17%	4%	-19%	0%	4%	2%	-3%
13	COC(=O)N/N=C/c1cc(Cl)c(OCc2ccccc2F)c(OC)c1	45%[activator]	0%	33%	26%	?	-1%	-1%	3%	-15%
14	COCCOC(=O)/C=C1/NC(=O)CS1	9%	-3%	33%	-33%	-20%	-1%	1%	-2%	-3%
15	COc1ccc(-c2noc(N3CCN(c4ccc(C)cc4)C(C)C3)n2)cc1OC (stereo unspecified)	14%	-1%	-6%	-1%[59 µM]	-30%	-10%	-3%	12%	-16%
16	Clc1cc(Cl)cc(CSc2nnc(-c3sccc3-n3cccc3)o2)c1	4%	-11%	19%	42%[0.501 µM]	-14%	16%	-1%	-3%	7%
17	CC(C)c1nc2cc3ccccc3cc2[nH]1	-10%	-2%	6%	-9%[59 µM]	-3%	-2%	-2%	2%	·
18	Cc1cc(C)nc(NCCC(=O)O)n1	100%[activator]	9%	14%	-10%	-4%	2%	-8%	1%	-14%
19	Cc1ccccc1NC(=O)CN1C(=O)c2ccccc2C1=O	25%	5%	22%	·	0%	0%	-11%	-9%	3%
20	COC(=O)c1c(-c2ccsc2)sc2ccc(-c3cc(OC)c(OC)c(OC)c3)cc12	?	9%	18%	·	-24%	?	·	-1%	·
21	CCCNc1nc(-c2cc(-c3ccc(Cl)cc3)on2)cc(C(C)C)n1	-4%	0%	92%[activator]	37%[59 µM]	39%[activator]	-5%	-1%	1%	31%
22	Cc1ccc(S(=O)(=O)Cc2nnnn2-c2ccccc2)cc1	9%	-2%	26%	79%[activator]	-11%	-15%	-3%	-17%	11%
23	CC(=O)Oc1ccc(C(=O)Nc2cccc(C(=O)c3cccc(NC(=O)c4ccc(OC(C)=O)cc4)c3)c2)cc1	7.9µM*	-9%	12%	23%[59 µM]	?	181%[activator]	-28%	?	-39%
24	Cc1c(/C(O)=C2\C(=O)C(=O)N(CCN(C)C)C2c2cccs2)cnn1-c1ccccc1 (stereo unspecified)	9%	-4%	9%	20µM*	-7%[11.4 µM]	0%	-3%	-1%	-24%
25	Cc1cccc(NC(=O)c2nc[nH]c2C(=O)Nc2ccccc2[N+](=O)[O-])c1	-20%	-5%	40%[activator]	15%[59 µM]	-12%	4%	3%	-11%	-34%
26	C=C(C)Cn1cnc2cc(C)c(C)cc21	2%	-7%	?	10%[12.7 µM]	-9%	3%	-1%	4%	-14%
27	O=C(CCC(=O)NNC(=O)Cc1ccccc1)NCc1ccccc1	39%[activator]	i	63%[activator]	3%	-8%[11.4 µM]	-12%	-1%	6%	0%
28	O=C(NCc1cccs1)c1ccc(Cn2c(SCc3ccccc3)nc3cccnc32)cc1	?	-4%	6%	-23%[59 µM]	-27%	19%	-2%	10%	-7%
29	Cc1ccc(-n2[nH]c(C)c(CCC#N)c2=O)cc1	114%[activator]	5%	17%	-3%	-21%	0%	4%	?	-3%
30	COC1OC(CO)C(O)C(O)C1O (stereo unspecified)	7%	2%	8%	8%	-12%	1%	-5%	1%	-21%

# Ordered by value in Pin1 inh (ascending): 3 of the compounds above
No. | molecule | POLI inh | PGK inhibitor | HP1b binding inh | G9a inh | JMJD2A Tudor inh | Pin1 inh | BLM inh | GLS inhibitor | BAZ2B inh
27 | O=C(CCC(=O)NNC(=O)Cc1ccccc1)NCc1ccccc1 | 39%[activator] | i | 63%[activator] | 3% | -8%[11.4 µM] | -12% | -1% | 6% | 0%
21 | CCCNc1nc(-c2cc(-c3ccc(Cl)cc3)on2)cc(C(C)C)n1 | -4% | 0% | 92%[activator] | 37%[59 µM] | 39%[activator] | -5% | -1% | 1% | 31%
18 | Cc1cc(C)nc(NCCC(=O)O)n1 | 100%[activator] | 9% | 14% | -10% | -4% | 2% | -8% | 1% | -14%

# Additional results follow.
no.	Structure	POLI inh	PGK inhibitor	HP1b binding inh	G9a inh	JMJD2A Tudor inh	Pin1 inh	BLM inh	GLS inhibitor	BAZ2B inh
31	O=C(c1ccc(F)cc1)n1nc(-c2ccccc2)nc1NCc1ccc(F)cc1	12%	3%	73%[activator]	67%[activator][59 µM]	37%[activator]	2%	-6%	5%	27%
32	COc1ccc(Nc2nc(-c3c[nH]c4ccccc34)cs2)cc1	-14%	-1%	19%	?	-3%	5%	-5%	-2%	45µM*
33	O=C(Nc1ccc(Cl)cc1)Nc1ccc(S(=O)(=O)Nc2ncccn2)cc1	-5%	-2%	37%	-33%	-17%	-4%	0%	-5%	9%
34	Cc1ccc(S(=O)(=O)N2CCOCC2)cc1NC(=O)CSc1nnc2n1CCCCC2	26%	i	35%	·	-11%	1%	·	-1%	·
35	Cc1cc(OCc2ccccc2)ccc1/C(O)=C1/C(=O)C(=O)N(Cc2cccnc2)C1c1ccncc1 (stereo unspecified)	22%	-9%	16%	·	-4%	-12%	-2%	15%	-1%
36	CC(=O)Nc1cc2cc(NS(=O)(=O)c3ccc(C)cc3)ccc2oc1=O	-5%	-1%	13%	5%	-1%	-11%	-1%	8%	1%
37	OCc1ccccc1OCCCOc1cccc2cccnc12	123%[activator]	-8%	10%	15%	-21%	-6%	-1%	5%	-5%
38	COc1ccc(N2C(=O)CC(NCc3cccs3)C2=O)cc1 (stereo unspecified)	2%	5%	27%	14%	-5%	1%	2%	0%	24%
39	O=C(O)c1cccc(C(=O)O)c1Br	16%	-6%	4%	9%	89µM*	1%	3%	5%	?
40	CCN(CC)CC(=O)Nc1sc(C)cc1C(=O)c1ccc(C)cc1	163%[activator]	i	36%	12%	-26%	14%	-7%	-13%	-12%
41	CCN1CCN(c2ccc(S(=O)(=O)N3CCOCC3)cc2NC(=O)c2ccc(C)c(C)c2)CC1	14%	-9%	20%	6%[2.33 µM]	-10%	3%	·	2%	4%
42	O=C(OCc1ccc(Cl)cc1)c1cccnc1Cl	73%[activator]	i	87%[activator]	163%[activator]	0%[57.1 µM]	-17%	-10%	-8%	121%[activator]
43	CCNC(=O)/C(C#N)=C/c1c(N2CCN(c3ccc(OC)cc3)CC2)nc2c(C)cccn2c1=O	25%	0%	?	40µM*	20µM*	6%	-4%	-28%	35µM*
44	COc1cccc(C(=O)Nc2nnc(-c3cccs3)o2)c1	-8%	2%	50%[activator]	-4%	-13%	-6%	-3%	18%	?
45	CCCCc1cc(=O)oc2cc(C)cc(OC(C)C(=O)NCc3cccnc3)c12 (stereo unspecified)	-23%	i	38%	38%[activator]	-5%	-8%	-2%	-7%	7%

# Structures above with an NH in an aromatic ring:
no.	Structure	POLI inh	PGK inhibitor	HP1b binding inh	G9a inh	JMJD2A Tudor inh	Pin1 inh	BLM inh	GLS inhibitor	BAZ2B inh
12	Cc1cc2cc(CCNC(=O)c3cccs3)c(=O)[nH]c2cc1C	5%	-4%	17%	4%	-19%	0%	4%	2%	-3%
17	CC(C)c1nc2cc3ccccc3cc2[nH]1	-10%	-2%	6%	-9%[59 µM]	-3%	-2%	-2%	2%	·
25	Cc1cccc(NC(=O)c2nc[nH]c2C(=O)Nc2ccccc2[N+](=O)[O-])c1	-20%	-5%	40%[activator]	15%[59 µM]	-12%	4%	3%	-11%	-34%
29	Cc1ccc(-n2[nH]c(C)c(CCC#N)c2=O)cc1	114%[activator]	5%	17%	-3%	-21%	0%	4%	?	-3%
32	COc1ccc(Nc2nc(-c3c[nH]c4ccccc34)cs2)cc1	-14%	-1%	19%	?	-3%	5%	-5%	-2%	45µM*

# Some values from the results shown.
# cpd 43 @ PGK inhibitor = 0%
# cpd 40 @ BLM inh = -7%

# (list continues)
no.	Structure	POLI inh	PGK inhibitor	HP1b binding inh	G9a inh	JMJD2A Tudor inh	Pin1 inh	BLM inh	GLS inhibitor	BAZ2B inh
46	CN(C)c1ccnc2sc(C(=O)c3ccc(Br)cc3)c(N)c12	?	-9%	42%[activator]	·	9%	-7%	-7%	-6%	-2%
47	COc1ccccc1/C=C/C(=O)Nc1cccnc1Cl	22%	5%	50%[activator]	·	4%	23%	-1%	-5%	33%[activator]
48	COc1ccc(CCNC(=O)CCCOc2cccc(C)c2C)cc1OC	-9%	i	37%	47%[59 µM]	-10%	-1%	-5%	7%	21%
49	CC(CCc1ccco1)NC(=O)CCc1nnc2ccc(NCc3ccc(Cl)cc3)nn12 (stereo unspecified)	25µM*	i	19%	7%	-12%	?	-3%	0%	-18%
